Screening data (PubChem BioAssay)
HCMV antiviral: blocks human cytomegalovirus replication. HFF cells, HCMV-luciferase reporter, 72 h; hits give low values. activity change, negative = inhibition, % at 57.5 µM. 410,000 tested, 4.5% active; in the data active = activity change below about -60%; inconclusive = no clear call, values can overlap the other calls; inactive = above about -39%
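Luciferase read-out from HCMV-luciferase-infected HFFs (MOI 1 PFU/cell) 72 h post infection at 37C; compounds added after 16 h cell attachment; activity normalized between buffer-only basal and Salinomycin (10uM) inhibitor controls.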
Sm TGR block: S. mansoni TGR enzyme inhibition; 360,000 tested, 3% active; Q962Y6; AID 485364; Potency, µM (series often up to 114 µM), without a hit: at the top dose activity change, negative = inhibition, usual class: inhibitors; purified TGR, DTNB reduction, TNB absorbance 405 nm; also: potency is read from the fitted curve at half-maximal effect; nearly all actives have a fitted effect of over 60% in size
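Kinetic colorimetric format: TGR-catalysed, NADPH-driven DTNB reduction monitored via TNB absorbance. Enzyme dispensed at 20 nM; compound exposure 15 min at room temperature before reaction start.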
AmpC inh no detg: inhibitors of E. coli AmpC beta-lactamase without detergent; AmpC nitrocefin hydrolysis, absorbance 480 nm, 0.0001% Triton; Potency, µM (series often up to 57.1 µM), for the others: at the top dose activity change, negative = inhibition, most hits filed as inhibitors; P00811; 330,000 tested, 0.52% active;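 also: potency is read from the fitted curve at half-maximal effect; plate controls were no compound for no effect and no enzyme for full effect; nearly all actives have a fitted effect of over 20% in size; some results filed as inactive show a strong effect at the top dose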
Target sequence (P00811 whole entry, looked up): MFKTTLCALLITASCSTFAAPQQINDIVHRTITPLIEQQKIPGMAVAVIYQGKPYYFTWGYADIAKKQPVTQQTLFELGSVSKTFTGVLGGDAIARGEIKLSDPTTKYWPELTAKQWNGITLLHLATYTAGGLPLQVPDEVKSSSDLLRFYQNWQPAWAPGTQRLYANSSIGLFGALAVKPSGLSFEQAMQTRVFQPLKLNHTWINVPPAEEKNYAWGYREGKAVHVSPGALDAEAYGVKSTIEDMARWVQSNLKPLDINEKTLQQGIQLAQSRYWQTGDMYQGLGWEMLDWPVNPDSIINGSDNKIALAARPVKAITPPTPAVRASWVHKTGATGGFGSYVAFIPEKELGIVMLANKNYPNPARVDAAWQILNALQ
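20 mM phosphate pH 7.0 + 0.01% (detergent screen) or 0.0001% Triton X-100; 5.3 nM AmpC reagent; cpd preinc 15 min RT; nitrocefin (800 uM stock) to start; A480 q20 s × 4 min; Activity was normalised to no-enzyme and no-compound control wells.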
FBPA Giardia inh: Giardia lamblia aldolase inhibition. A8B2U2. 290,000 tested, 0.71% active. purified Giardia FBPA. Potency, µM (top dose mostly 59.6 µM), for inactives: at the highest dose activity, negative = inhibition, most hits filed as inhibitors; also: potency is read from the fitted curve at half-maximal effect; nearly all actives have a fitted effect of over 55% in size
Target sequence (A8B2U2 whole entry, looked up): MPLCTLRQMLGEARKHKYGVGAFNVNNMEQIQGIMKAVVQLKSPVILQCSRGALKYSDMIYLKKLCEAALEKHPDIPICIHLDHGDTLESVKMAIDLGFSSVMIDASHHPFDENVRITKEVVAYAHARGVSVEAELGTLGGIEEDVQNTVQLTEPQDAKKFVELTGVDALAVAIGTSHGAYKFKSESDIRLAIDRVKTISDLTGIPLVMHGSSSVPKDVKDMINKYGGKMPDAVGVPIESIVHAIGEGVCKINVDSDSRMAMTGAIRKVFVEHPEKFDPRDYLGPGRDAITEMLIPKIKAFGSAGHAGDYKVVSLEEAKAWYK
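40 nM FBPA preincubated 10 min at RT with compound (up to 57.5 uM final), then substrate plus GAPDH/TPI/NAD/arsenate coupling and diaphorase/resazurin added. Fluorescence read after 20 min at RT, 525/598 nm.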
HCV inhibitor: HCV inhibition; Huh7.5.1 HCVcc-Cre infection, luciferase reporter, 44 h; Potency, µM (top dose mostly 41.8 µM), for the others: at the top dose activity change, negative = inhibition, actives largely listed as inhibitors; 340,000 tested, 3.4% active; also: potency is read from the fitted curve at half-maximal effect
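Cells seeded at 1,000/well and cultured 4 h, then compounds added followed by HCVcc-Cre virus (~0.5 moi). After 44 h further culture, luciferase substrate was added, plates held 15 min at room temperature, and luminescence read for 15 sec.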
AmpC inh detg: AmpC beta-lactamase inhibition with detergent present | AmpC hydrolysis of nitrocefin, absorbance 480 nm, 0.01% Triton | 370,000 tested, 0.041% active | P00811 | Potency, µM (titrated, usually from 114 µM), for the others: top-dose activity change, negative = inhibition, most hits filed as inhibitors;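 also: potency is read from the fitted curve at half-maximal effect; 0% = no-compound wells and -100% = no-enzyme wells; nearly all actives have a fitted effect of over 25% in size; some results filed as inactive show a strong effect at the top dose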
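AmpC (5.3 nM in the dispensed reagent) in 20 mM phosphate pH 7.0 with 0.01% (detergent screen) or 0.0001% Triton X-100 was preincubated with compounds for 15 min at room temperature. Nitrocefin was then added from an 800 uM solution, and hydrolysis was followed at 480 nm.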
* marks the source's active call; other numbers are inactive results; ? = inconclusive; . = not tested or not shown; & = joins results of further samples; [ ] = another dose, or the depositor's remark. Unless noted, calls follow the shape of the dose curve; as a rule, active = well fitted curve in the direction sought with a large enough effect; inconclusive = small, poorly fitted or top-dose-only effect, or another doubt; inactive = no such curve, though single readings can be large; an effect the other way counts as inactive or inconclusive. Unless noted, % is scaled to controls: 0 for no effect and ±100 for the full control effect.

SMILES	HCMV antiviral	Sm TGR block	AmpC inh no detg	FBPA Giardia inh	HCV inhibitor	AmpC inh detg
CCN1C(=O)[C@H]2[C@@H](c3ccc(SC4CCCCC4)c(OC)c3)N3CCCC[C@@]3(C(=O)OC)[C@H]2C1=O	-11	?	213%[activator]	.	2%	-1%
COC(=O)c1ccccc1NC(=O)c1cnn2cccnc12	-25	-11%	-16%	5%	-14%	-3%
CC(OC(=O)CNC(=O)C12CC3CC(CC(C3)C1)C2)C(=O)Nc1ccc(N2CCOCC2)cc1 (stereo unspecified)	12	29%	65%[activator]	-4%	-10%	?
CCN(CC(=O)Nc1c(F)cccc1F)C(=O)c1cccc(S(=O)(=O)N2CCc3ccccc3C2)c1	-33	-2%	1%	.	?	-16%
O=C1CC(N2CCN(c3ccc(S(=O)(=O)N4CCCC4)cc3)CC2)C(=O)N1c1ccc(F)cc1 (stereo unspecified)	-40	?	70%[activator]	-1%	10%	-8%
O=c1c2sc3ccccc3c2n(Cc2cccc(Cl)c2)c(=O)n1Cc1ccco1	-12	?	.	.	.	24%
O=C(OCC(=O)N1CCc2ccccc21)c1ccc([N+](=O)[O-])cc1	25	-33%	1%	.	10%	-6%
COc1cc(/C=C/C(=O)O)cc(Br)c1O	-32	?	-19%	-5%	16%	-3%
COc1ccc(C(NC(=O)/C=C\c2ccco2)c2ccc(OC)c(OC)c2)cc1 (stereo unspecified)	-15	13µM*	23%	6%	-8%	?
c1ccc(-c2nc(-c3ccncc3)n[nH]2)nc1	71	0%	-8%	3.5µM*	10%	-6%
CCOc1ccccc1NC(=O)c1ccc2nccnc2c1	?	0%	0%	1%	?	-5%
Cc1cccc2c1-c1sc(C(=O)Nc3ccc(F)cc3F)cc1CO2	-13	4%	.	.	.	1%
CC1(C)CC(=O)C2=C(C1)Nc1ccccc1N(C(=O)C1CC1)C2c1ccco1 (stereo unspecified)	-27	-29%[57.1 µM]	-9%	-8%	18%	-7%
CN1CCC(=NNC(=O)CSCc2ccccc2)CC1	-11	4%	-32%	-1%	1%	-7%
COc1ccc(OCCSc2nnc(CCNC(=O)c3ccc(OC)cc3)n2C)cc1	33	4%	28%	6%	.	4%
O=[N+]([O-])c1cccc(S(=O)(=O)Nc2cccc(-c3ccc(N4CCOCC4)nn3)c2)c1	-27	6%	-37%	.	4%	6%
COc1cccc(CNC(=O)C(=O)NCC(c2ccco2)S(=O)(=O)c2cccs2)c1 (stereo unspecified)	2	4µM*	.	.	.	0%
Cc1ccc(NC(=O)Cn2c(-c3nonc3N)nc3ccccc32)cc1Cl	70	5%	.	.	.	18%
CCCn1c(N)c(C(=S)NC(=O)C2CC2)c(=O)n(C)c1=O	.	-10%	-27%	-9%	-3%	-20%
O=C(Cc1ccc(Cl)cc1)NCC(=O)N1CCCC1	-6	9%	-14%	0%	-5%	?
OC(CCN1CCOCC1)c1ccccc1 (stereo unspecified)	-12	5%	-26%	-4%	-3%	?
O=C(CSc1cc(Cl)ccc1Cl)Nc1ccc(N2CCOCC2)cc1	-33	-22%	-9%	.	?	-9%
Cc1cccc(N(CC(O)CN2CCOCC2)S(=O)(=O)c2ccccc2)c1 (stereo unspecified)	-30	1%	-1%	1%	0%	-4%
CCc1nn2c(=O)cc(COC(=O)c3cccc(NC(=O)COc4ccccc4F)c3)nc2s1	86	-4%	.	.	.	-2%
O=c1[nH]cc(NCCc2ccccc2)c(=O)[nH]1	-25	-27%	-37%	-13%	-6%	-7%

Copied from the list:
Result of `O=C1CC(N2CCN(c3ccc(S(=O)(=O)N4CCCC4)cc3)CC2)C(=O)N1c1ccc(F)cc1` (stereo unspecified) in HCV inhibitor: 10%
Result of `CCN1C(=O)[C@H]2[C@@H](c3ccc(SC4CCCCC4)c(OC)c3)N3CCCC[C@@]3(C(=O)OC)[C@H]2C1=O` in AmpC inh no detg: 213%[activator]

Additional records.
SMILES	HCMV antiviral	Sm TGR block	AmpC inh no detg	FBPA Giardia inh	HCV inhibitor	AmpC inh detg
CCOC(=O)Cc1c(C)nc2c(-c3ccccc3)c(C)[nH]n2c1=O	-8	-5%	-7%	-10%	.	-5%
COc1ccc(CNC(=O)C2CCN(c3cc(C(=O)Nc4cccc(OC)c4)ccn3)CC2)cc1	0	-5%	32%	3%	?	-4%
CC(OC(=O)C1=COCCO1)C(=O)NC(C)c1ccc(Cl)cc1Cl (stereo unspecified)	-37	-12%	3%	.	46%[activator]	?
NC(=O)c1ccc(-n2nnnc2SCc2ccccc2)cc1	-37	0%	-36%	14%	2%	11%
CC(C)C(NC(=O)c1ccccc1)C(=O)NCCc1ccccc1 (stereo unspecified)	?	14%	-16%	2%	-8%	-13%
O=C(CSCc1c(Cl)cccc1Cl)NN1C(=O)c2ccccc2C1=O	12	0%	-23%	7%	-3%	?
O=C(O)c1nnn(-c2cc(C(F)(F)F)cc(C(F)(F)F)c2)c1-c1ccccc1	5	33%	-8%	7%	22%	6%
COc1cc(NC(=O)CSCc2cnn(-c3ccccc3)c2-n2cccc2)cc(OC)c1	-3	-2%	-17%	-10%	?	0%
Cc1cccc(C(=O)NCC(=O)N2CCN(S(=O)(=O)c3ccccc3)CC2)c1	5	-11%	0%	.	?	-7%
CCSCC1COC(c2cccn2Cc2ccc(C)cc2)=N1 (stereo unspecified)	-8	-8%	-18%	1%	-23%	?
Cc1ccc(NC(=O)CSc2nnc(-c3cccs3)o2)cc1S(=O)(=O)N(C)C	.	.	-22%	2%	.	-2%
Cc1cc(C)n(-c2ccc(C(=O)Nc3cccnc3)cc2)n1	7	0%	2%	2%	-8%	1%
CC1=CCC(C(=O)O)(C(=O)N/N=C/c2cccnc2)C(c2ccccc2)C1 (stereo unspecified)	-16	12%	-20%	2%	-9%	-9%
Cc1ccc(-c2nc3c4ccccc4[nH]c(=O)n3n2)cc1	78	0%	.	.	.	21%
CCOC(=O)Cn1c(=O)c2c(nc3n2CCN3Cc2ccccc2)n(C)c1=O	?	1%	-5%	3%	1%	?
Cc1ccc2c(c1)C(c1ccccc1)N(C(=O)c1ccc(Br)o1)CC(=O)N2 (stereo unspecified)	66	?	-13%	-20%	-13%	-14%
CCOCc1nnc(NC(=O)CCc2ccccc2)s1	26	4%	-14%	5%	11%	-2%
COc1cc(/C=N/NC(=O)c2ccc(CN(C)S(=O)(=O)c3ccc(C)cc3)cc2)ccc1O	9	-3%	-33%	-1%	?	-1%
Cc1ccc(S(=O)(=O)N2CCN(CC(=O)Nc3ccc([N+](=O)[O-])cc3)CC2)cc1C	?	-11%	3%	-6%	-16%	?
CCN(CC)c1ccc(N=Cc2c(O)n(Cc3ccccc3)c(=O)[nH]c2=O)cc1	20&46	2%&-17%	-9%&-20%	-4%&-3%	-9%&12%	10%
Cc1ccc(CNC(=O)c2nnc(Cc3cccc(F)c3)o2)cc1	-12	11%	.	.	.	4%
CCC(Cc1ccccc1)NS(=O)(=O)c1c(C)nc2scc(C)n2c1=O (stereo unspecified)	-33	3%	-18%	.	13%	7%
CNC(=O)c1ccc(NC(=O)c2ccc3c(=O)n4c(nc3c2)CCC4)cc1	0	4%	-11%	.	9%	3%
O=C(CN1C(=O)NC2(CCCC2)C1=O)N1CCN(S(=O)(=O)c2ccccc2Br)CC1	.	-24%	-10%	10%	0%	2%
COc1cc(/C=C/C(=O)N2CC(C)OC(C)C2)cc(OC)c1OC (stereo unspecified)	15	0%	9%	-10%	-2%	1%

Four entries from above, with bars between the fields.
Compound | HCMV antiviral | Sm TGR block | AmpC inh no detg | FBPA Giardia inh | HCV inhibitor | AmpC inh detg
CCOC(=O)Cc1c(C)nc2c(-c3ccccc3)c(C)[nH]n2c1=O | -8 | -5% | -7% | -10% | . | -5%
CCOC(=O)Cn1c(=O)c2c(nc3n2CCN3Cc2ccccc2)n(C)c1=O | ? | 1% | -5% | 3% | 1% | ?
NC(=O)c1ccc(-n2nnnc2SCc2ccccc2)cc1 | -37 | 0% | -36% | 14% | 2% | 11%
Cc1ccc(NC(=O)CSc2nnc(-c3cccs3)o2)cc1S(=O)(=O)N(C)C | . | . | -22% | 2% | . | -2%

The listing picks up; the 3 compounds before the break are reprinted first.
SMILES	HCMV antiviral	Sm TGR block	AmpC inh no detg	FBPA Giardia inh	HCV inhibitor	AmpC inh detg
CNC(=O)c1ccc(NC(=O)c2ccc3c(=O)n4c(nc3c2)CCC4)cc1	0	4%	-11%	.	9%	3%
O=C(CN1C(=O)NC2(CCCC2)C1=O)N1CCN(S(=O)(=O)c2ccccc2Br)CC1	.	-24%	-10%	10%	0%	2%
COc1cc(/C=C/C(=O)N2CC(C)OC(C)C2)cc(OC)c1OC (stereo unspecified)	15	0%	9%	-10%	-2%	1%
COc1ccc(N(CC(=O)Nc2cccc(OC)c2)S(=O)(=O)c2c(C)nn(C)c2C)cc1	13	0%	121%[activator]	-1%	5%	2%
CC(C)CCOC(=O)C1C2C=CC3(CN(Cc4cccs4)C(=O)C13)O2 (stereo unspecified)	22	?	-5%	6%	3%	?
Cc1cc(C)c(S(=O)(=O)c2cccc(Br)c2C)c(=O)[nH]1	17	-11%	-17%	-3%	-10%	?
Cc1nc(-c2ccccn2)nc(N(C)c2ccccc2)c1Cl	-61*	-5%	44%	15%	10µM*	-1%
Cc1cc(-c2ccccc2)nc2[nH]n(-c3ccccc3)c(=O)c12	17	-4%	-43%	-12%	-6%	-5%
Cc1ccc(-c2nnc(OCc3cccnc3)c3ccccc23)cc1	?	11%	51%	1%	-15%	10%
COc1ccc2c(c1)Cc1sc(NC(=O)c3cccs3)nc1-2	3	1%	-33%	?	?	2%
COc1ccc(N=c2scc(-c3ccc(S(=O)(=O)N4CCOCC4)cc3)n2CCCO)cc1	.	-14%	301%[activator]	-12%	?	?
Cc1ccc(S(=O)(=O)c2nnn3c2nc(N2CCCCC2)c2ccccc23)cc1	36	7%	-37%	-30%	-2%	2%
Cc1nn(C(C)C(=O)NCCN2CCCCCC2)c(=O)c2nn(-c3ccccc3)c(C)c12 (stereo unspecified)	6	-12%	97%[activator]	.	-21%	-2%
NC(=O)c1ccc(-n2nnnc2SCC(=O)Nc2ccccc2-c2ccccc2)cc1	?	3%	?	7%	-23%	-6%
CCC(C)NC(=O)CN1C(=O)COc2ccc(S(=O)(=O)N3CCOCC3)cc21 (stereo unspecified)	0&7	0%&3%	0%	.	6%	-3%&12%
O=S(=O)(Nc1ccc(N2CCOCC2)cc1)c1ccc(Cl)s1	45	-7%	-24%	-6%	-8%	-1%
COc1cccc(OC)c1C(=O)NC(=S)Nc1ccc2oc(-c3ccncc3)nc2c1	?	-16%	-8%	4%	?	-11%
